DAGLB inhibitor = DAGLB lipase inhibitors, primary screen, biochemical, fluorescence, HTS; 340,000 tested, 0.059% active; AID 504411, 2011; HEK293T DAGLB membrane lysate, EnzChek fluorogenic substrate; inhibition, % at 5.17 µM; Diacylglycerol lipase-beta (Homo sapiens), Q8NCG7; in the data active = inhibition above about 34%;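 also: 0% = enzyme with vehicle and 100% = wells lacking enzyme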
LANA DNA inh = inhibitors of KSHV C-LANA binding to DNA, primary screen, biochemical, fluorescence polarization, FAM-LBS DNA, MBP-C-LANA, single point; inhibition, % at 9 µM; Kaposi's sarcoma herpesvirus LANA C-terminal domain (residues 932-1162) DNA binding; AID 504423, 2011; 340,000 tested, 0.078% active;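 active = highest replicate inhibition at or above 60% at 9 µM, even if other replicates fall short; inactive = all replicates below 60% inhibition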;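 also: 0% = neutral control wells and 100% = 4 µM acridine orange control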
NSD2 HMT inh = NSD2 histone methyltransferase inhibitors, primary screen, biochemical, AlphaScreen, single concentration, set 2 | Histone-lysine N-methyltransferase NSD2 (Homo sapiens), O96028 | NSD2 peptide methylation, 120 min | inhibition, % at 12.5 µM | 310,000 tested, 0.54% active | AID 743445, 2014; in the data active = inhibition above about 50%
Cardiac RTF inh = cardiac RTF calcium sensitivity inhibitors, primary screen, biochemical, IANBD-TnC fluorescence, EC70 calcium; Troponin I, cardiac muscle (Homo sapiens) + Troponin T, cardiac muscle (Homo sapiens) + …; IANBD-labeled cardiac RTF, Ca2+ fluorescence; inhibition, % at 7.15 µM; 340,000 tested, 0.12% active;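 active = inhibition above the mean inhibition of all tested compounds plus 3 SD, cut at about 17% in these data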;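 also: assay run at fixed EC70 calcium of 1.6 mM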
PKA-R2B activ = activators of PKA-R2B holoenzyme, primary screen, biochemical, fluorescence polarization, Cy5-IP20, human; AID 504700, 2011; activation, % at 11.4 µM; 340,000 tested, 0.079% active; cAMP-dependent protein kinase catalytic subunit beta (Homo sapiens) + cAMP-dependent …; PKA-R2B holoenzyme dissociation; R2B truncated from residue 108, S112A mutant; 0% DMSO only, 100% 113 µM cGMP;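 active = activation above a cutoff set at the mean over all compounds plus 3 SD, cut at about 18% in these data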;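 also: higher means more holoenzyme dissociation and a rise in polarization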
Target sequence (P31323 whole entry, looked up, other chains not shown, the tested form may be a part): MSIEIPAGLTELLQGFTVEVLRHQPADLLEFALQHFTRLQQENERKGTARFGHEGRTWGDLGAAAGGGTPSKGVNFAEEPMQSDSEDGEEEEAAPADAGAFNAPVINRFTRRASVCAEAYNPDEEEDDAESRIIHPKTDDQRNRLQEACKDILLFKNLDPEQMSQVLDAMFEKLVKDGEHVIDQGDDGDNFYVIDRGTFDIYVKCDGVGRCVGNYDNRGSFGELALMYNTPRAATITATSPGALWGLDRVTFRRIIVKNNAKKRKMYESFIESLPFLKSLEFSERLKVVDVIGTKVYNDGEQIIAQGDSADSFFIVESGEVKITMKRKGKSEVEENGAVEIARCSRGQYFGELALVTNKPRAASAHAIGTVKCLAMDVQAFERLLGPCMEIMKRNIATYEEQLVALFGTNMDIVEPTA
SR-BI DiI inh = inhibitors of SR-BI mediated HDL lipid uptake, primary screen, ldlA[mSR-BI] cells, fluorescence, single point. inhibition, % at 12.5 µM. Scavenger receptor class B member 1 (Mus musculus), Q61009. ldlA[mSR-BI] CHO cells, DiI-HDL uptake fluorescence, 3 h. 320,000 tested, 0.96% active. AID 488896, 2010;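 active = mean replicate inhibition of at least 70% and a set share of replicates each scoring 70 or more; inconclusive = meets just one of the two criteria; inactive = fails both criteria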;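 also: 0% = median of neutral control wells and 100% = median of positive control wells; values of inactives mirror those of a sister screen read the other way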
Target sequence (Q61009 whole entry, looked up): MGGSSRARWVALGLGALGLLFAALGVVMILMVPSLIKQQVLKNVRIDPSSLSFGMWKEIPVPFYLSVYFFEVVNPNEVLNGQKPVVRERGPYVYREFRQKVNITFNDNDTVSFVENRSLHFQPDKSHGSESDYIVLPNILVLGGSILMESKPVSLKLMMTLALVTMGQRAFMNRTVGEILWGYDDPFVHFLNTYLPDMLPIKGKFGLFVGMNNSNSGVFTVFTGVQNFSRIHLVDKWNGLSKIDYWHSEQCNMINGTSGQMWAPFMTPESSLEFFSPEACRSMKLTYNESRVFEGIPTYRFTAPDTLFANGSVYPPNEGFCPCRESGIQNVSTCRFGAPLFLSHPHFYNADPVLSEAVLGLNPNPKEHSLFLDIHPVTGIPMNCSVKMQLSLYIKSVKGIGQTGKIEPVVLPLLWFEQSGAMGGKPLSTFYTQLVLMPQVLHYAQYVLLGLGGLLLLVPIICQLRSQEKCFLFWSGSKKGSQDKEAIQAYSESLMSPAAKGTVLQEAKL
Keap1 Nrf2 FP = Keap1-Nrf2 protein-protein interaction inhibitors, primary screen, biochemical, fluorescence polarization, single point | Keap1 Kelch-Nrf2 peptide fluorescence polarization, 1536-well | inhibition, % at 9.4 µM | 340,000 tested, 0.15% active | AID 504523, 2011; in the data active = inhibition above about 12%; inconclusive = no clear call, values can overlap the other calls; inactive = below about 7.3%;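 also: human Keap1 Kelch domain with fluorescein labeled Nrf2 9mer peptide probe; 0% = neutral control wells and 100% = peptide positive control; higher means more block of Keap1 binding to Nrf2 peptide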
PvdQ acylase = P. aeruginosa PvdQ acylase inhibitors, primary screen, biochemical, fluorescence, plate reader and imaging, single point; PvdQ acylase [Pseudomonas aeruginosa LESB58]; purified PvdQ acylase; inhibition, % at 10 µM; 340,000 tested, 0.063% active; AID 488965, 2010; in the data active = inhibition above about 30%, passing the limit was not always enough; inconclusive = no clear call, values can overlap the other calls;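 also: 0% = vehicle neutral wells and 100% = reference inhibitor wells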
Arr AP2 block = inhibitors of beta-arrestin/AP2 binding, primary screen, biochemical, GPCR trafficking, flow cytometry; beta-arrestin 1 C-terminal peptide binding to AP2 beta2-adaptin appendage (human); FITC-arrestin peptide / GST-AP2 beads; AP2 beta2 appendage carries R879A mutation; inhibition, % at 10 µM; 340,000 tested, 0.31% active;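 active = inhibition above a set limit, near 3 SD of compounds lacking own fluorescence, cut at about 54% in these data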;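 also: plate controls were DMSO wells for no effect and 5 µM unlabelled arrestin peptide for full effect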
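Material – GST-tagged AP2 beta2-adaptin appendage (R879A) on 4 µm glutathione beads · Probe or stimulus – fluorescein-tagged arrestin peptide at 50 nM final · Timing – 12 min plus 1 h, RT · Detection – bead flow cytometry, FITC channel · Read-out basis – inhibition as reduced fluorescein signal on beads, percent · Medium – PBS plus Tween 20 (0.05%) and BSA (0.1%)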
SR-BI uptake up = activators of SR-BI mediated DiI-HDL uptake, primary screen, ldlA[mSR-BI] CHO cells, DiI fluorescence; 3 h; 100 = double the neutral-control signal; AID 504775, 2011; activation, % at 12.5 µM; 320,000 tested, 0.096% active;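 active = mean replicate activation of at least 60% and every replicate at or above 60%; inconclusive = mean or all-replicate condition met, but not both; inactive = mean below 60% and not all replicates reaching 60%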;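 also: 0% = median plate neutral-control signal and 100% = twice that signal; values of inactives mirror those of a sister screen read the other way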
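Test system: SR-BI-overexpressing, LDLR-lacking CHO cells; Medium: Ham's F12 with 0.5% BSA, HEPES 25 mM, pH 7.4; Schedule: 3 h, 37 °C; Technique: bottom-read fluorescence, 550/595 nm.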
The depositor's hits bear a star; ? = inconclusive; · = no result given.

no.	molecule	DAGLB inhibitor	LANA DNA inh	NSD2 HMT inh	Cardiac RTF inh	PKA-R2B activ
1	CN(C)CCCNC(=O)C(=O)Nc1cc2c3c(c1)CCC(=O)N3CCC2	0	0.1	5	4	-1
2	CC1(C)CC(=O)C(C=Nc2ccncc2)=C(O)C1	-2	0.7	4	-2	2
3	CCOC(=O)[C@@H]1[C@H]2COc3cc(OC)ccc3[C@@H]2N2C(=O)N(c3ccc(C)cc3)C(=O)[C@]12C	-3	-3.4	·	-3	-11
4	Cc1ccccc1C(=O)N1CCC(C(=O)N(CC(C)C)c2c(N)n(CC(C)C)c(=O)[nH]c2=O)CC1	-1	-0.6	-2	8	5
5	Cc1c(-n2cc(C(=O)O)c(=O)c3cc(F)c(N4CCCC(O)C4)c(F)c32)c(=O)n(-c2ccccc2)n1C (stereo not drawn)	-2	-0.5	-1	2	-10
6	CCCS(=O)(=O)N1CCC(C(=O)NC2CCC(C)CC2)CC1 (stereo not drawn)	1	1.9	3	5	-1
7	CCc1nccn1CCC(=O)NC1CC(C)(C)Cc2c1cnn2-c1ccc(OC)cc1 (stereo not drawn)	2	1.9	-5	10	1
8	Cc1oc(-c2ccc(Cl)cc2)nc1CN1CCC(C(=O)NCc2ccco2)CC1	1	0.0	·	-2	2
9	CC(C)(C)C1CCc2c(sc(NC(=O)C3CC=CCC3C(=O)O)c2C#N)C1 (stereo not drawn)	23	0.7	8	0	4
10	CCCc1cc(=O)[nH]c(SCC(=O)c2[nH]c(C)c(C(=O)OCC)c2C)n1	-3	-5.1	-1	-1	0

no.	SR-BI DiI inh	Keap1 Nrf2 FP	PvdQ acylase	Arr AP2 block	SR-BI uptake up
1	5	-4	-16	3	-5
2	-12	-4	-15	-3	12
3	-7	-4	14	21	7
4	-3	-3	-12	-3	3
5	-35	-2	-9	-4	35
6	-16	3	-16	0	16
7	8	-4	-6	18	-8
8	1	-1	8	9	-1
9	-10	-3	-15	1	10
10	4	0	12	-2	-4

(listing goes on)
no.	molecule	DAGLB inhibitor	LANA DNA inh	NSD2 HMT inh	Cardiac RTF inh	PKA-R2B activ
11	COc1ccc(CNC(=O)C2CCN(S(=O)(=O)c3ccc4c(c3)CC(C)N4C(C)=O)CC2)cc1 (stereo not drawn)	-2	-0.4	11	-7	-8
12	CCOC(=O)c1sc(N2N=C(C)C(N=Nc3cccc(C)c3)C2=O)nc1C (stereo not drawn)	4	-0.4	4	0	9
13	CCNc1nc(NC(C)C)nc(N(C#N)CCOc2ccc(Cl)cc2Cl)n1	-6	-0.1	-1	-9	-9
14	Cc1ccc(NC(=O)c2nc[nH]c2C(=O)N2CCCCC2)c(C(=O)c2ccccc2)c1	-5	-0.6	·	2	-7
15	C=CCOc1ccc(/C=C/C(=O)OCC(=O)NCC2CCCO2)cc1 (stereo not drawn)	-1	-0.3	1	-8	-8
16	CC(=O)c1cc2c(cc1NC(=O)c1cnc(C)cn1)OCO2	1	-0.1	·	-17	-12
17	COC(=O)c1sccc1NC(=S)Nc1cc(OC)ccc1OC	-1	-1.9	1	7	-12
18	CCN(CC(=O)NCc1cccs1)C(=O)c1ccc(OC)c(S(=O)(=O)N2CCOCC2)c1	3	3.1	-1	-8	-5
19	CCN(CCCNC(=O)c1c(C)cc(=O)oc1C)c1ccccc1	1	-1.6	3	2	6
20	COc1ccc(C(C(=O)NCc2ccc(F)cc2)N(C(=O)c2csnn2)C2CC2)cc1 (stereo not drawn)	0	-0.8	-4	-12	6

no.	SR-BI DiI inh	Keap1 Nrf2 FP	PvdQ acylase	Arr AP2 block	SR-BI uptake up
11	4	3	-13	-7	-4
12	·	-2	2	2	·
13	6	-2	-12	7	-6
14	-4	-2	6	14	4
15	10	-2	-9	-1	-10
16	28	3	-3	1	-28
17	·	-7	3	-5	·
18	13	0	-2	-1	-13
19	3	1	-8	-4	-3
20	-20	-3	-6	0	20

Part of the list above, limited to PvdQ acylase and DAGLB inhibitor:
| No. | canonical_smiles | PvdQ acylase | DAGLB inhibitor |
| --- | --- | --- | --- |
| 14 | Cc1ccc(NC(=O)c2nc[nH]c2C(=O)N2CCCCC2)c(C(=O)c2ccccc2)c1 | 6 | -5 |
| 11 | COc1ccc(CNC(=O)C2CCN(S(=O)(=O)c3ccc4c(c3)CC(C)N4C(C)=O)CC2)cc1 (stereo not drawn) | -13 | -2 |
| 16 | CC(=O)c1cc2c(cc1NC(=O)c1cnc(C)cn1)OCO2 | -3 | 1 |

The results go on.
no.	molecule	DAGLB inhibitor	LANA DNA inh	NSD2 HMT inh	Cardiac RTF inh	PKA-R2B activ
21	COc1cc(OC)cc(C(=O)NCCCCc2ccccc2)c1	-4	-0.1	-1	-2	-13
22	COc1ccc(CN(C)Cc2nc(Cc3ccccc3Cl)no2)cc1OC	-5	-0.8	·	1	-1
23	COC(=O)C1=C(C)NC(=O)C1(Nc1ccc(Cl)cn1)C(F)(F)F (stereo not drawn)	-2	-2.2	-1	-6	-2
24	COC(=O)C1=C(C)N=C2SC(C)C(=O)N2C1c1cccs1 (stereo not drawn)	0	-15	0	-3	3
25	COc1cc2c(cc1OC)C(c1ccc(-c3cc(Cl)ccc3Cl)o1)=NCC2	-16	0.4	·	-14	-2
26	CCCNC(=O)c1onc(CSc2ccc(Cl)cc2)c1C(=O)NCC1CC1	-7	-2.0	·	12	-7
27	O=C1c2ccccc2C(=O)N1CC#CCN1CCN(C(c2ccccc2)c2ccccc2)CC1	-9	1.6	0	0	-5
28	S=C(N/N=C/c1cccs1)NC1CC2CCC1C2 (stereo not drawn)	·	0.0	-1	·	·
29	COc1cc(-c2noc(CCC(=O)Nc3cccnc3)n2)cc(OC)c1OC	3	-0.2	-1	-3	6
30	CCOc1ccc(OCCC(=O)OCC(=O)NC2CCCCC2)cc1	0	0.3	·	3	6

no.	SR-BI DiI inh	Keap1 Nrf2 FP	PvdQ acylase	Arr AP2 block	SR-BI uptake up
21	8	-3	-16	-3	-8
22	·	4	-1	-15	·
23	-21	-6	-16	-11	21
24	11	-10	-15	6	-11
25	?	-4	-10	2	-49
26	1	-4	3	7	-1
27	-29	-4	-12	7	29
28	25	5	2	33	-25
29	1	-4	-9	-6	-1
30	-25	0	-12	9	25

Remaining list, next part:
no.	molecule	DAGLB inhibitor	LANA DNA inh	NSD2 HMT inh	Cardiac RTF inh	PKA-R2B activ
31	CCOCCN1CCN(c2c(CC)c(C)nc3cc(-c4cc(OC)cc(OC)c4)nn23)CC1	-12	1.5	0	-10	2
32	COc1cc(NC(=S)N2CCCC2)cc(OC)c1	-1	-0.2	0	-6	-4
33	CCC1(CC)Nc2ccccc2C(=O)N1c1ccc(OC)cc1	2	3.0	2	-3	2
34	CCCCNC(=O)C1CCN(S(=O)(=O)c2ccc3c(c2)CC(C)N3C(=O)C2CC2)CC1 (stereo not drawn)	-1	0.3	·	-3	13
35	CCS(=O)(=O)Nc1ccc(-c2ccc(NS(=O)(=O)CC)c(OC)c2)cc1OC	7	0.1	-1	-4	-1
36	CCOC(=O)C1=C(C)N=C2SC(C(=O)OC)=CC(=O)N2C1c1ccc(OC)cc1 (stereo not drawn)	3	17	0	6	-6
37	C=CCOC(=O)C1=C(C)NC(=O)NC1c1cc(Cl)cc(Cl)c1OC (stereo not drawn)	-3	2.1	0	-4	-11
38	CCCOc1ccc(OCCOCCNCc2ccccc2)cc1	-1	-1.3	·	-6	-13
39	Cc1nn(C(=O)c2c([N+](=O)[O-])cnn2C)c(C)c1Cl	-2	0.1	-3	-26	-1
40	COc1cc2c(cc1OC)CN(C(=O)CCCN1C(=O)c3ccccc3C1=O)CC2	0	0.3	3	-14	-1

no.	SR-BI DiI inh	Keap1 Nrf2 FP	PvdQ acylase	Arr AP2 block	SR-BI uptake up
31	29	-1	0	-16	-29
32	-20	-2	-7	9	20
33	5	0	-11	5	-5
34	8	-2	-8	3	-8
35	59	2	12	13	-59
36	39	-6	5	-1	-39
37	19	1	-17	0	-19
38	8	-5	-14	1	-8
39	8	1	7	4	-8
40	0	-4	-23	12	0

Other records
no.	molecule	DAGLB inhibitor	LANA DNA inh	NSD2 HMT inh	Cardiac RTF inh	PKA-R2B activ
41	COc1ccccc1NC(=O)N1CCN(c2ccc(F)cc2)CC1	-1	-0.3	·	-3	2
42	Cc1cc(CNC(=O)CC2C(=O)NCCN2Cc2ccccc2C(F)(F)F)on1 (stereo not drawn)	-1	3.0	7	-2	-7
43	COc1ccc2c(c1OC)OCC2C (stereo not drawn)	-2	2.1	-2	-4	-5
44	CCOc1ccc(-c2nc(-c3cccs3)c(CC(=O)O)s2)cc1OC	2	-0.8	-4	6	-6
45	O=C(CNC(=O)c1ccccc1)NCC(=O)OCC(=O)c1ccccc1Cl	-1	-0.8	12	1	-3
46	COc1cc(/C=N/N=C2/NC(=O)C(Cc3ccccc3)S2)ccc1O (stereo not drawn)	0	1.9	7	3	3
47	Cc1ccccc1C(=O)c1cccn1CC(=O)NC1CCCC(C)C1C (stereo not drawn)	-5	0.4	0	-1	4
48	COc1ccc(S(=O)(=O)N2CCC(C)CC2)cc1OC	-2	-1.2	1	-6	-8

no.	SR-BI DiI inh	Keap1 Nrf2 FP	PvdQ acylase	Arr AP2 block	SR-BI uptake up
41	2	-3	-3	-14	-2
42	-7	-5	1	12	7
43	12	0	-10	7	-12
44	-3	-6	-9	-15	3
45	-21	-4	-7	-1	21
46	12	-1	-11	-26	-12
47	-3	-4	-10	2	3
48	76*	-7	-10	-6	-76

Screens: PubChem, several laboratories

Hits appear at their usual frequency (roughly 2.1% active in at least one column).
